Bioassay records deposited in PubChem BioAssay by The Scripps Research Institute Molecular Screening Center.
TAAR1 antag = antagonists of human TAAR1. Q96RJ0. CHO RD-HGA16 TAAR1, Fluo-8 calcium fluorescence, antagonist. inhibition, % at 3 µM. actives 1.5% (n = 360,000). AID 624466;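 active = inhibition above a per-plate cutoff, the mean inhibition of test compounds on that plate plus 3 SD, cut at about 49% in these data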;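 note: 0% = DMSO plus EC80 beta-PEA response and 100% = DMSO alone without agonist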
Target sequence (Q96RJ0 whole entry, looked up): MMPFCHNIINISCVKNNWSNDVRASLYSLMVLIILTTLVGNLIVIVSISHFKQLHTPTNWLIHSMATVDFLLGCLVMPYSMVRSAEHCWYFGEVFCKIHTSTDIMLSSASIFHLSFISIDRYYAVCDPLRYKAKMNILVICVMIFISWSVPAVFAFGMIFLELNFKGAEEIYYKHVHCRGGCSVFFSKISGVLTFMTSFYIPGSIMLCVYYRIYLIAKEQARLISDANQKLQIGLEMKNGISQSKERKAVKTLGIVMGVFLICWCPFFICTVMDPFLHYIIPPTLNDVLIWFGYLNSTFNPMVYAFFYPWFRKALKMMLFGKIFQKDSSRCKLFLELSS
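Material: CHO RD-HGA16 cells bearing hTAAR1; compound dosing: one-point dosing, 3 µM nominal final; schedule: dye loading 75 min at 37 °C, then 30 min room temperature; measured by: calcium fluorescence with Fluo-8; control set: vehicle and agonist controls; replication: n of 1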
CHO-K1 Ca antag = M1 antagonist counterscreen hit in parental CHO-K1 cells; actives 0.6% (n = 360,000); ATP-induced calcium, Fluo-8 fluorescence; inhibition, % at 3 µM;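 active = inhibition above a per-plate cutoff, the plate's mean sample inhibition plus 3 SD, cut at about 24% in these data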;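 note: 0% = DMSO plus EC80 ATP and 100% = DMSO alone without ATP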
CHO-K1 Ca ag = counter-screen for M1 agonists: effect in parental CHO-K1 cells; Fluo-8 calcium fluorescence; scaled to maximal ATP response, vehicle zero; AID 602248; actives 0.48% (n = 360,000); activation, % at 3 µM; in the data active = activation above about 15%;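 note: untransfected CHO-K1 host cells lacking M1 receptor as counterscreen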
M1 ag = activates human CHRM1 receptor. P11229. CHO-K1 hM1, Fluo-8 calcium fluorescence, agonist mode; 0% DMSO, 100% acetylcholine EC100. activation, % at 3 µM. actives 0.33% (n = 360,000). AID 588814;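 active = activation above the run's mean compound activation plus 3 SD, cut at about 16% in these data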;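 note: peak over basal fluorescence ratio within a 140 s kinetic read after compound addition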
OXTR potentiate = human OXTR potentiation; P30559; activation, % at 3 µM; AID 2445; CHO-OTR cells, Fluo-8 calcium fluorescence, potentiator mode; 0% = oxytocin EC15, 100% = EC100; actives 0.061% (n = 320,000);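 active = activation above that plate's cutoff, the mean activation of tested compounds plus 3 SD, cut at about 6.6% in these data, passing the limit was not always enough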;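 note: 100% uses oxytocin at 75 nM as the full agonist control; some results filed as inactive read as strong as hits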
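Dosing: Single dose, 3.0 µM nominal final compound concentration | Material: Human OTR in CHO cells | Technique: Kinetic Fluo-8 calcium fluorescence | Benchmarks: EC15 oxytocin alone as 0%, 75 nM oxytocin as 100% | Probe or stimulus: Oxytocin at about EC15, sub-maximal agonist stimulus | Incubation: Compound 6 min at room temperature before oxytocin, 100 s read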
CHO-K1 Ca PAM = nonselective activator or artifact in parental CHO-K1 calcium assay | ATP EC20, Fluo-8 calcium fluorescence; 0% at ATP EC20, 100% at ATP max | activation, % at 3 µM | actives 0.02% (n = 360,000) | AID 602247;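 active = activation above the run cutoff, the mean activation of all test compounds plus 3 SD, cut at about 40% in these data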;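 note: peak over basal fluorescence ratio in a 140 s read after ATP addition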
V1R ag counter = activates human V1a receptor in oxytocin agonist counter-screen; P37288; CHO-V1R cells, Fluo-8 calcium fluorescence, agonist mode; 0% DMSO, 100% 3 nM vasopressin; activation, % at 3 µM; actives 0.25% (n = 320,000);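 active = activation above the mean activation of all tested compounds plus 3 SD, per screening run, cut at about 20% in these data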;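 note: signal is peak over basal fluorescence ratio across a 100 second FLIPR read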
Target sequence (P37288 whole entry, looked up): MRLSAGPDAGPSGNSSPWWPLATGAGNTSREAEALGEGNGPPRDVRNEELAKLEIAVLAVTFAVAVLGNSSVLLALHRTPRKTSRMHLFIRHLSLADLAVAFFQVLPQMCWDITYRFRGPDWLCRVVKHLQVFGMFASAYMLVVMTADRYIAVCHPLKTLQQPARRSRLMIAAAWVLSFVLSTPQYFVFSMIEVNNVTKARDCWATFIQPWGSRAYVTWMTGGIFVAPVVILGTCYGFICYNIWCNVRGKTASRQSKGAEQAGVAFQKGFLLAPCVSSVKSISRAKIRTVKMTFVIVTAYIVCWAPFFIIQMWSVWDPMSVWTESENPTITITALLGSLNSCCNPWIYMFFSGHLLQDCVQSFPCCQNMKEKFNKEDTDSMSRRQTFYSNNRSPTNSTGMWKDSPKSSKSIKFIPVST
TAAR1 ag = human TAAR1 agonism; Q96RJ0; CHO RD-HGA16 TAAR1, Fluo-8 calcium fluorescence; vehicle wells 0%, saturating PEA agonist 100%; activation, % at 3 µM; actives 0.99% (n = 360,000); AID 624467;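 active = activation above the mean activation of all test compounds in the run plus 3 SD, cut at about 38% in these data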
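Signal – calcium-sensitive Fluo-8 signal, excitation 470-495, emission 515-575 nm · System – RD-HGA16 (CHO) cells co-expressing Gα16 and hTAAR1 · Incubation – 17-24 h seeding, 75 min 37 °C dye, 30 min RT · Compound dosing – 3 µM single concentration · Repeats – no replicates (n 1)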
CHO parental Ca = counter-screen for OX1R antagonists: effect in parental CHO cells; parental CHO-K1, ATP-induced calcium, Fluo-8 fluorescence; inhibition, % at 5.6 µM; actives 0.63% (n = 330,000); AID 463079;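 active = inhibition above that plate's mean sample inhibition plus 3 SD, cut at about 26% in these data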;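 note: 0% = ATP-challenged DMSO wells and 100% = DMSO wells without ATP; some compounds past the cut are filed as inactive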
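test system = CHO parental line | reagent = ATP stimulus | measured by = intracellular calcium via Fluo-8 no-wash fluorescent dye | control set = ATP and no-ATP DMSO wells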
The depositor's hits bear a star; nt = no result given; & = joins results of further samples.

SMILES	TAAR1 antag	CHO-K1 Ca antag	CHO-K1 Ca ag	M1 ag	OXTR potentiate	CHO-K1 Ca PAM	V1R ag counter	TAAR1 ag	CHO parental Ca
CCC(C)Sc1cccc(-c2nc3cc(C)ccn3c2NC2CCCCC2)c1 (centres undefined)	30&12	-12&-4	-0.5&2.1	9	-6	6&0	-0.4	11&-2	7
c1cc2c(cc1-c1[nH]ncc1CN1C[C@H]3CC[C@H]1C3)OCO2	-6	-12	1.0	-14	-5	16	-0.9	12	-13
CC1CCCN(C(=O)C2CCN(S(=O)(=O)c3ccc4c(c3)CC(C)N4C(=O)C3CC3)CC2)C1 (centres undefined)	-11	-4	2.8	-2	-8	-12	1.8	3	-12
COc1ccc(CCNC(=S)Nc2ccccc2C)cc1	15	3	0.2	-4	-12	-4	0.1	8	-12
COc1ccc(OC)c(C(C(=O)NC2CCCCC2)N(C(=O)c2ccccn2)c2cccnc2)c1 (centres undefined)	11	8	-0.1	-5	2	-7	-0.5	-6	-12
CN(C)Cc1c(O)ccc2occ(C(O)c3ccccc3)c12 (centres undefined)	-4	13	0.7	-4	-5	-8	1.9	17	-15
Cn1c(CSCc2ccc(Cl)cc2)nnc1SCC(=O)Nc1nccs1	61*	-9	4.2	4	-10	18	12	25	8
CC(C)NC(=O)c1onc(CSc2ccccc2F)c1C(=O)O	4	5	0.1	-3	4	-18	-0.6	17	0
CC(NC(=O)c1cc2cc(F)ccc2[nH]1)c1ccccc1 (centres undefined)	2	2	14	1	-19	-8	12	9	7
O=S(=O)(c1ccc(SCCO)nc1)N1CCCC1	-13	-21	1.4	-4	-1	14	1.4	9	-4
O=c1cc(-c2ccncc2)oc2c1ccc1ccccc12	-3	13	-0.2	1	-5	4	-0.5	7	-8
Cc1ccc(Cn2nnc3c(=O)n(Cc4cc(C)ccc4C)cnc32)cc1	34	-17	0.3	-4	-7	10	0.9	5	7
CC(C)C[C@H]1CNC(=S)N1C[C@H]1CCCN1C[C@H](CC(C)C)N1C[C@H](Cc2ccc(O)cc2)N(CC2CCCCCC2)C1=S	-59	12	0.2	-4	nt	10	nt	-2	nt
C=CCN1C(=O)C(Cc2ccc(Br)cc2)S/C1=N\N=C\c1ccco1 (centres undefined)	19	20	-0.6	0	-10	-8	-0.3	6	-21
Oc1c(Br)cc(C2N=C(c3ccccc3)NO2)cc1Br (centres undefined)	12	6	1.0	3	-13	4	0.4	2	-4
CCOC(=O)CNC(=O)N1C[C@H]2CON(C)[C@H]2C[C@H]1c1ccccc1Br	-3	-2	-0.1	-5	nt	13	nt	3	nt
O=C1NCCCC1C(=O)N1CCN(C(=O)c2ccco2)CC1 (centres undefined)	8	-6	0.4	-4	5	12	0.9	7	-8
COc1ccc(Cc2nnc(SCC(=O)NC3(C#N)CCCCC3)n2N)cc1	-16	-9	0.8	1	-11	11	0.0	1	-1
O=C(COC(=O)c1ccc(S(=O)(=O)N2CCOCC2)cc1)NCc1ccco1	-10	-7	0.5	-2	nt	21	nt	1	nt
N/C(=N\OC(=O)Cc1ccccc1)c1ccccc1Cl	-1	1	0.4	-5	-9	18	-1.2	9	-8
O=C(Cn1cnc2ccccc21)c1ccccc1	1	-4	0.7	0	nt	10	nt	0	nt
COc1ccc(NC(=O)CSc2nnnn2C2CCCCC2)cc1	-6	-13	1.6	-2	-2	8	0.1	2	0
CN(CC(=O)NCCc1ccc(S(N)(=O)=O)cc1)S(=O)(=O)c1ccc(Br)s1	15	-13	1.1	-6	-8	8	-0.9	9	-7
CC(C)(C)N1C(=O)[C@H]2[C@@H](c3ccc(Br)cc3)N3C(=O)N(c4cccc(F)c4)C(=O)[C@@]3(Cc3ccccc3)[C@H]2C1=O	-8	-7	-0.3	-4	-2	-13	-0.4	9	-16
O=C(c1cc2cc(Br)ccc2o1)N1CCCCC1	2	5	1.7	-10	-9	2	0.6	15	-8
CC(C)C[C@H]1CN([C@@H](CC(C)C)CN2CCCC2CN2C(=S)NC[C@@H]2Cc2ccccc2)C(=S)N1CCc1ccccc1 (some centres undefined)	4	-14	0.0	nt	nt	-7	nt	0	nt
Cc1c(C(=O)N2CCC(N3CCSCC3)CC2)oc2c(F)cccc12	17	9	1.2	-7	-11	-7	-0.3	12	8
Cc1ccc(C(=O)Nc2c(-c3ccc(Cl)cc3)[nH][nH]c2=O)cc1	-18	-13	-0.1	1	nt	9	nt	1	nt
Cc1cc(NS(=O)(=O)c2ccc(NC(=O)c3ccc([N+](=O)[O-])c(Cl)c3)cc2)no1	-18	-6	0.0	0	-13	3	-0.1	-2	0
CCC(=O)N=c1sc2cc([N+](=O)[O-])ccc2n1CCOC	-10	0	0.2	-8	4	10	-0.1	0	-5
CCCc1cc(=O)oc2cc(OCC(=O)NCCc3c[nH]c4ccc(OC)cc34)ccc12	60*	7	5.6	-6	-6	4	4.5	9	-19
CC(C)[C@H]1C(=O)Nc2ccccc2N1C(=O)N[C@@H](Cc1ccccc1)C(=O)N[C@H](Cc1ccccc1)C(=O)O	5	2	-0.1	-2	-4	9	0.1	1	-10
C=CCN1C(=O)C(C)NC1=S (centres undefined)	6	5	0.2	-3	nt	-1	nt	6	nt
CC1CCN(c2ccc(C(=O)NCc3ccco3)cc2[N+](=O)[O-])CC1	13	-4	0.2	-14	-6	-4	-0.6	-3	-12
Cc1sc2ncn(CC(=O)Nc3c(F)cccc3F)c(=O)c2c1S(=O)(=O)N1CCC(C)CC1	11	2	-0.2	-3	-10	9	0.4	3	3
COC(=O)C1CCc2c(ccc3c2CCCC3)C1=O (centres undefined)	-19	2	-0.6	-6	nt	7	nt	0	nt
O=C(NC1CC1)c1cccc2c1C(=O)c1ccc(N3CCC(Cc4ccccc4)CC3)cc1S2(=O)=O	78*	2	6.7	21*	1	2	16	46*	14
O=C1C=CC(O)(c2cc(=O)c3c(O)cc(O)cc3o2)C=C1	11	-10	-0.2	-1	-1	11	0.4	11	0
CCCCNC(=O)C1CC(c2cccc([N+](=O)[O-])c2)=NO1 (centres undefined)	13	-7	-0.1	-3	-4	-6	0.9	5	-3
CCOC(=O)c1c(C)[nH]c(C(=O)COC(=O)c2ccncc2)c1C	-8	-2	2.2	1	-11	7	4.9	10	-19
Cc1ccc(OCCCCNC2CCCCC2)c(C)c1	-5	6	2.1	-9	-4	23	5.9	11	-18
Cc1ccc(C(=O)Nc2nc(COc3ccccc3)cs2)s1	-3	-15	8.3	-6	-5	5	2.7	4	-8
CCCc1nc2c(C)cc(C)cc2c(N)c1CC	9	-33	-0.3	-13	-7	5	-0.4	7	-4
CCCCCCOC(=O)C(C#N)c1nc2ccccc2nc1N1CCN(CC)CC1 (centres undefined)	-12	0	0.1	-3	-15	1	-0.2	6	-23
FC(F)(F)c1ccc(CN2C[C@@H]3C(c4ccc(Cl)nc4)C4(c5cccnc5)CC3(C4)[C@H]2c2ccccc2)cc1 (some centres undefined)	-5	nt	nt	nt	-6	nt	1.0	-1	-27
CC1(C)Cc2c(cnn2-c2cccc(F)c2)C(NC(=O)c2csnn2)C1 (centres undefined)	-23	13	0.2	-4	0	-1	0.5	4	-21
N#CC1=C(S)N=C(N)C(c2nc(-c3ccccc3)cs2)C12CCCCC2 (centres undefined)	-2	-6	0.3	3	-7	16	-0.3	1	8
COCCSc1ccccc1C(=O)NCCc1ccccc1	-4	9	0.0	-6	-5	-12	-0.6	5	-11
Cc1ccc2c(c1)-c1c(cnn1CC(=O)N(CCC#N)c1ccccc1)CO2	1	-5	1.8	0	2	20	1.6	7	-15
c1ccc2c(c1)NC(c1ccncc1)n1c-2nc2ccccc21 (centres undefined)	5	6	0.6	-2	-10	-2	-0.1	18	-16
CCOC(=O)c1c(-c2ccc(F)cc2)csc1NC(=O)CCN1CCOCC1	-13	-12	1.4	-7	-5	22	-0.9	-3	-36
COc1ccc(CNS(=O)(=O)c2ccc3c(c2)N(C(C)=O)CCO3)cc1	-9	-2	0.9	0	-7	-16	3.7	1	-13
COc1c2n(C)ccc3c-2n(c(=O)c1=O)c1ccccc31	-9	-6	0.7	-5	-4	15	-1.2	1	-6
CCc1noc(C)c1C(=O)Nc1cc(Cl)ccc1-n1cncn1	-41	-11	0.6	-2	-4	-4	-1.2	6	-8
Cc1[nH]c2ccccc2c1C(=O)C(=O)NCCOc1ccccc1	7	-10	3.7	-3	-1	-7	0.9	5	-3
Cc1cccc(OCc2cc(-c3ccccc3)no2)c1C	15	-2	5.1	-5	2	-3	1.0	0	-17
CN=C(C)/C(C(=O)OC)=C(/O)c1ccc(Cl)cc1Cl	-13	-9	0.3	-2	-9	12	-0.3	1	-9
COC(=O)c1ccc(C2NCCc3cc(OC)c(OC)cc32)cc1 (centres undefined)	-2	3	0.2	-8	-1	-2	0.3	0	-26
COCCNC(=O)/C(C#N)=C1\N=C(N)c2ccccc21	-11	-8	1.6	-5	-5	17	2.3	2	-8
COC(=O)C1=CNC=C(C(=O)OC)C1c1ccc(C(=O)OC)cc1	-3	-8	5.4	-3	1	15	11	20	-5

Overlap with the part before: four compounds, then new ones.
SMILES	TAAR1 antag	CHO-K1 Ca antag	CHO-K1 Ca ag	M1 ag	OXTR potentiate	CHO-K1 Ca PAM	V1R ag counter	TAAR1 ag	CHO parental Ca
CN=C(C)/C(C(=O)OC)=C(/O)c1ccc(Cl)cc1Cl	-13	-9	0.3	-2	-9	12	-0.3	1	-9
COC(=O)c1ccc(C2NCCc3cc(OC)c(OC)cc32)cc1 (centres undefined)	-2	3	0.2	-8	-1	-2	0.3	0	-26
COCCNC(=O)/C(C#N)=C1\N=C(N)c2ccccc21	-11	-8	1.6	-5	-5	17	2.3	2	-8
COC(=O)C1=CNC=C(C(=O)OC)C1c1ccc(C(=O)OC)cc1	-3	-8	5.4	-3	1	15	11	20	-5
O=C(NCC1CCN(C(=O)c2c(F)c(F)c(F)c(F)c2F)CC1)c1c(F)c(F)c(F)c(F)c1F	-37	1	-0.1	-3	nt	-3	nt	-1	nt
CCCCNc1c([N+](=O)[O-])ncn1C	-10	-9	1.1	-3	-9	-28	-0.1	1	3
CC1=CCC2C(=O)N(c3nc4ccccc4n3C)C(=O)C2C1 (centres undefined)	-11	4	0.1	-2	0	4	-0.4	4	-14
CN(C(=O)c1ccccc1C(=O)OCC(=O)Nc1ccc(S(N)(=O)=O)cc1)c1ccccc1	0	-13	0.8	-2	8	3	1.8	8	4
